# BCLXL inh = inhibitors of human Bcl-xL, primary screen, biochemical, fluorescence polarization, HTS | Bcl-2-like protein 1 (Homo sapiens), Q07817 | GST-Bcl-xL / FITC-Bim BH3 peptide fluorescence polarization | inhibition, % at 10.9 µM | 320,000 tested, 0.7% active;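 active means inhibition above the mean of all tested compounds plus 3 SD, cutoff set per campaign, cut at about 30% in these data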;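 further: 0% = DMSO wells and 100% = unlabeled Bim-BH3 peptide competitor; inhibitors lower millipolarization by displacing the labeled peptide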
# Fam108B inh = mouse Fam108B serine hydrolase inhibitors, primary screen, counter-screen for RBBP9 inhibitor project, biochemical, fluorescence polarization; inhibition, % at 9.51 µM; 300,000 tested, 0.33% active; recombinant Fam108B, FP-Rh probe fluorescence polarization; AID 1947, 2009;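 active means inhibition above the screen mean inhibition plus 3 SD, computed separately per campaign, cut at about 18% in these data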;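 further: inhibitors lower polarization as less probe binds the enzyme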
# GLD-1 TGE inh = GLD-1/TGE RNA complex disruptors, primary screen, biochemical, fluorescence polarization. purified GLD-1 + fluorescein TGE RNA. 320,000 tested, 0.44% active. inhibition, % at 5.96 µM;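 active means percent inhibition above a per-plate cutoff, the plate mean of test compounds plus 3 SD, cut at about 30% in these data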;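 further: 0% = DMSO wells with GLD-1 and probe and 100% = wells lacking GLD-1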
# MEX-5 binding = MEX-5 zinc finger RNA-binding disruptors – biochemical, C. elegans, fluorescence polarization, MLPCN library, primary screen; Zinc finger protein mex-5 (Caenorhabditis elegans), Q9XUB2; MEX-5/FITC-TCR2 RNA binding; stronger effect = lower value; activity score (negative = inhibition of binding), % at 10 µM; 300,000 tested, 0.38% active; AID 1832, 2009;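 active means inhibition past about -25% in most replicates, and total fluorescence under double the plate's negative control median, limit read from the data; inconclusive means replicates evenly split on the limit, or fluorescence at least double controls; inactive means too little inhibition in most replicates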;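 further: 0% = DMSO and -100% = 5 µM competing unlabeled TCR2 RNA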
# VLA-4 inh = inhibition in human VLA-4 binding assay, primary screen, VLA-4 allosteric modulator project, MLPCN library, flow cytometry, VLA-4 expressing cells; Integrin alpha-4 (Homo sapiens), P13612; AID 2557, 2010; 330,000 tested, 0.2% active; ligand binding flow cytometry; inhibition, % (about 7 µM as worked out from the volumes in the protocol); in the data active means inhibition above about 50%
# AGP1 TOR yeast = modulators of AGP1-GFP expression in yeast TOR pathway, primary screen, cell-based, multiplex flow cytometry, S. cerevisiae, MLPCN library; 3 h; GFP as percent of DMSO wells; 320,000 tested, 0.02% active; GFP response vs DMSO, % at 10 µM; AID 2066, 2009;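 active means GFP response relative to DMSO above a set limit, near screen average plus 3 SD, cut at about 150% in these data; inconclusive means fewer than 70 cells counted for the yeast strain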;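 further: median GFP channel fluorescence of the gated AGP1 strain per well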
# CIT2 TOR yeast = modulators of CIT2-GFP expression in yeast, primary screen, S. cerevisiae, GFP fusion, multiplex flow cytometry, MLPCN library | GFP response vs DMSO, % at 10 µM | 320,000 tested, 0.065% active | S. cerevisiae CIT2-GFP strain, 3 h; 100 means same as DMSO wells | AID 2029, 2009;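 active means GFP response relative to DMSO above a set limit, near the screen mean plus 3 SD, cut at about 150% in these data; inconclusive means Fewer than 70 cells measured for a yeast strain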;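 further: ratio of well median GFP fluorescence to mean of DMSO wells on the plate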
# MCL1 BIM primary = inhibitors of MCL1 binding to BIM-BH3, primary screen, biochemical, fluorescence polarization. Induced myeloid leukemia cell differentiation protein Mcl-1 (Homo sapiens), Q07820. GST-MCL1 / FITC-Bim-BH3 fluorescence polarization. inhibition, % at 10.9 µM. 320,000 tested, 0.68% active;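 active means inhibition above the mean inhibition of all tested compounds plus 3 SD, set per campaign, cut at about 40% in these data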;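 further: 0% = DMSO wells and 100% = unlabeled Bim-BH3 peptide control; higher means more loss of mP so more displacement of Bim peptide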
# Target sequence (Q07820 whole entry, looked up): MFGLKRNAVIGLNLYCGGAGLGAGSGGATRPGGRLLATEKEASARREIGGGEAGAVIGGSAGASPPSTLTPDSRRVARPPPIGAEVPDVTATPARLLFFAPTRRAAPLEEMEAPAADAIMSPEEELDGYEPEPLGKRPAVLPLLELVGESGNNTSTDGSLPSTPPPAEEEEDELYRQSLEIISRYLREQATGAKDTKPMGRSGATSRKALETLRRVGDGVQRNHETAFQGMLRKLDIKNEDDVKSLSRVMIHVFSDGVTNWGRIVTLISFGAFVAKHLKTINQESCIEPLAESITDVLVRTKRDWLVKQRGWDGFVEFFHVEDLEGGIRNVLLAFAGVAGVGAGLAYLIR
# GRK2 inh = compounds blocking aptamer binding on GRK2 – biochemical, human GRK2, bead flow cytometry, HTS, primary screen | Beta-adrenergic receptor kinase 1 (Homo sapiens), P25098 | FAM-aptamer displacement from GRK2 | inhibition of aptamer binding, % at 10 µM | 330,000 tested, 0.59% active;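 active means inhibition of aptamer binding above 40%, roughly 3 SD of noise, on plates passing a quality check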;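 further: median bead fluorescence of bound FAM aptamer so fluorescent compounds give negative values; no value below 0 was filed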
# Target sequence (P25098 whole entry, looked up): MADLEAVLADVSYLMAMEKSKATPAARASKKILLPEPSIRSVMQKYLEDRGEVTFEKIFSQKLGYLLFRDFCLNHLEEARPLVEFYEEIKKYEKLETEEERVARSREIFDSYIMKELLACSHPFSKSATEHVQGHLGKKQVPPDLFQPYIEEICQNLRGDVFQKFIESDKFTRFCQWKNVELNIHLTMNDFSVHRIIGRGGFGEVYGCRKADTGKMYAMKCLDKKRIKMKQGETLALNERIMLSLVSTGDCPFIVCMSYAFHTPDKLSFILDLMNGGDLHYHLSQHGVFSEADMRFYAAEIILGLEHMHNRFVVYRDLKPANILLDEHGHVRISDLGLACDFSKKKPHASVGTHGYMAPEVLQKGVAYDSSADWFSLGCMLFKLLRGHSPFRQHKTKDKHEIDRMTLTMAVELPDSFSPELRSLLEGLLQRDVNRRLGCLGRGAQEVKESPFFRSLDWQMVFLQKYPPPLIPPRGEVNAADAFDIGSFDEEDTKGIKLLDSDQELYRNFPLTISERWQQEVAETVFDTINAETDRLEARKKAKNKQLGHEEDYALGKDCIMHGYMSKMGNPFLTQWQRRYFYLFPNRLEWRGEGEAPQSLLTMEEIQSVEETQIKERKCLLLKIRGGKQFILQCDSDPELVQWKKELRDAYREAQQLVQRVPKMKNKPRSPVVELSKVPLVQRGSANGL
# Numbers without * were called inactive; u = inconclusive; x = not tested or not shown; [ ] = dose if it differs, or a comment.
SMILES,BCLXL inh,Fam108B inh,GLD-1 TGE inh,MEX-5 binding,VLA-4 inh,AGP1 TOR yeast,CIT2 TOR yeast,MCL1 BIM primary,GRK2 inh
CCCCc1cc(=O)oc2cc(OCC(=O)N3CCOCC3)ccc12,4,3,-3,0.4,15,103,114,5,2
COc1ccccc1NS(=O)(=O)c1ccc(C(=O)NCc2ccncc2)cc1,2,x,-1,x,-6,97,101,2,3
CN(C)C(CNC(=O)c1ccc(S(=O)(=O)Nc2ccccc2)cc1)c1ccco1 (centres undefined),7,4,2,-0.4,8,108,103,3,0
O=C(c1cccs1)N(Cc1nc2sc3c(c2c(=O)[nH]1)CCCC3)C1CCCC1,-3,-1,2,1.0,1,100,101,4,0
CC(NC(=O)Cn1ccsc1=N)C12CC3CC(CC(C3)C1)C2 (centres undefined),1,-8,-6,x,-3,96,88,-6,0
O=C(C(=O)N1CCN(c2ccc(F)cc2)CC1)c1c[nH]c2ccccc12,-4,8,-3,0.2,16,104,110,-2,2
Cc1ccc(/C=C2/C(=N)N3N=C(CC(=O)N4CCCC4)SC3=NC2=O)o1,8,-4,13,2.6,11,106,100,10,0
CN(C(=O)C(Cl)Cl)c1ccc(OC(=O)c2ccco2)cc1,-10,-1,2,2.9,14,84,84,2,2
COc1ccc(Cn2c(=O)c3[nH]cnc3n(-c3ccccc3C)c2=O)cc1,-12,11,8,-0.5,6,102,103,-25,1
CC(C)COC(=O)n1c(=O)oc2ccc(S(=O)(=O)N3CCCCC3)cc21,5,-1,-2,1.1,-13,100,95,2,4
CC(C)CN1CCN(Cc2cn(C)c3ccccc23)CC1CCO (centres undefined),-1,-3,6,-1.9,7,105,101,-5,3
Cc1ccc(C)c(Oc2ncnc(N)c2[N+](=O)[O-])c1,6,0,0,-0.9,16,97,100,6,0
CCC(CC)c1nnc(NC(=O)c2cccc(S(=O)(=O)N3CCc4ccccc43)c2)s1,2,-2,-3,-0.3,-1,102,101,7,0
CC(=O)Nc1ccc(S(=O)(=O)Nc2nc3ccccc3nc2N2CCOCC2)cc1,x,x,4,x,9,101,106,x,0
O=C(O)CSc1nc2ccccc2n1Cc1ccccc1,5,-2,0,-0.6,1,20[may fluoresce violet],u,4,0
COC(=O)c1cc(S(=O)(=O)Nc2c(C)cccc2C)cn1C,0,-1,0,2.0,9,104,101,-2,5
CN(C)c1ccc(/C=N/n2c(COc3ccccc3)n[nH]c2=S)cc1,-19,-2,-2,-3.0,2,98,91,-9,16
Cc1nn(-c2ccccc2)c(N)c1N=O,7,-2,-1,-0.8,6,103,98,-2,3
CN(C)S(=O)(=O)Oc1cccc(C(=O)Nc2ccc(Cl)c(Cl)c2)c1,3,-33,8,-1.9,24,99,103,3,5
CC(C)(C)OC(=O)N/N=C\c1ccc[nH]1,2,7,6,0.3,5,112,102,1,0

# Sorted by the number under CIT2 TOR yeast (lowest first): some entries from above
smiles,BCLXL inh,GLD-1 TGE inh,MEX-5 binding,VLA-4 inh,AGP1 TOR yeast,CIT2 TOR yeast,MCL1 BIM primary,GRK2 inh
Cc1ccc(/C=C2/C(=N)N3N=C(CC(=O)N4CCCC4)SC3=NC2=O)o1,8,13,2.6,11,106,100,10,0
O=C(C(=O)N1CCN(c2ccc(F)cc2)CC1)c1c[nH]c2ccccc12,-4,-3,0.2,16,104,110,-2,2
CCCCc1cc(=O)oc2cc(OCC(=O)N3CCOCC3)ccc12,4,-3,0.4,15,103,114,5,2

# Following part.
SMILES,BCLXL inh,Fam108B inh,GLD-1 TGE inh,MEX-5 binding,VLA-4 inh,AGP1 TOR yeast,CIT2 TOR yeast,MCL1 BIM primary,GRK2 inh
COc1ccc2c3n(nc2c1)CCN=C3c1ccc(Cl)cc1,5,3,-6,x,-6,103,101,10,0
CCCCOc1ccc(-c2c(C#N)c(N)[nH]c(=S)c2C#N)cc1,9,7,-2,0.8,-3,104,107,5,0
COc1ccccc1Oc1nc(C)c(C(C)=O)cc1C#N,7,1,2,0.1,-15,98,102,6,0
CCOc1ccc(CC(=O)NNC(=S)NC)cc1Br,-1,3,5,0.8,3,104,101,-8,0
CCCCn1c(N)c(N(CCOC)C(=O)CSc2nnc(-c3ccc(F)cc3)n2N)c(=O)[nH]c1=O,-10,-2,4,0.9,1,109,102,-6,0
O=C(Cc1ccc(Cl)cc1)NNC1CC(=O)N(c2ccc3ccccc3c2)C1=O (centres undefined),5,-7,3,-1.2,6,103,98,1,0
Cc1cccc(OCC(=O)Nc2ccc(NC(=O)c3ccco3)c(C)c2)c1,4,0,9,0.9,-1,95,98,1,1
COc1ccc(NC(=O)CN(C)C(=O)CCc2c[nH]c3ccccc23)cc1,3,2,3,-1.0,0,105,100,-2,0
CCOC(=O)C1=C(C)N=C2SC(C)C(=O)N2C1c1ccc(OC(C)=O)c(OC)c1 (centres undefined),0,-2,1,0.4,-3,97,95,7,0
COc1cccc(CNC(=O)CCNS(=O)(=O)c2cccs2)c1,5,6,-4,0.4,19,96,97,-9,2
CCCC(C)NC(=O)Cc1ccccc1 (centres undefined),-1,-5,-6,0.2,1,99,93,3,18
COc1cc(CN2CCN(CCc3ccccc3)C(CCO)C2)cc(OC)c1 (centres undefined),1,4,2,1.7,-8,100,96,3,0
COc1ccc(CNc2ccc(-c3ccc(OC)cc3)nn2)cc1,-1,2,1,3.8,13,91,82,5,2
O=C(NCC(c1ccco1)N1CCCC1)c1sc2ccccc2c1Cl (centres undefined),3,-4,5,x,3,99,99,6,1
COC(=O)c1c(C)oc(C)c(C(=O)OC)c1=O,3,-7,3,x,6,102,102,-2,0
CC1CCN(C(=O)c2cc(Cl)nc3ccccc23)CC1,0,2,6,x,6,100,99,-1,0
C=CCc1cccc(CNn2cnnc2)c1O,0,3,5,0.7,6,90,106,1,0
CC(C)(C)/C(Cn1cncn1)=N\OC(=O)Nc1ccc(Cl)cc1,-2,-2,-7,1.4,-2,98,99,4,1
CCCCC(=O)Nc1ccc(NC(=O)c2ccc([N+](=O)[O-])cc2)cc1OC,2,1,0,3.1,9,95,94,2,1
CCCCn1c(=O)[nH]c(=O)c2c1nc(-c1ccc(OCCC)c(OCC)c1)n2CCOC,4,5,6,0.9,7,114,121,5,1
CNC(=S)N/N=C/c1c(C)nn(-c2ccc(F)cc2)c1Cl,-2,4,-6,0.2,-6,98,84,-1,2
CCCc1nnc(NC(=O)CC(=O)OCC)s1,6,5,1,0.3,2,107,102,-4,1
O=[N+]([O-])c1cccc(-c2nnc3c4ccccc4c4ccccc4n23)c1,4,3,-4,-2.1,-12,115,108,2,1
CC1CC(N(C(=O)C2CC2)c2ccccc2)c2ccccc2N1C(=O)C1CC1 (centres undefined),7,-4,0,-3.5,1,85,106,2,7
C/C(=N\Nc1ccc2nncn2n1)c1cccs1,4,-1,-2,-1.5,5,101,94,-1,1
CC(=O)Oc1ccc(/C=N/NC(=S)Nc2ccccc2)cc1,2,0,2,1.7,10,89,95,0,0
O=C(NCc1ccc(C(F)(F)F)cc1)C1CC(c2ccccc2[N+](=O)[O-])=NO1 (centres undefined),2,-2,3,2.7,-11,98,96,1,0
Cc1cc2oc(=O)c3c(c2cc1OC(=O)c1ccco1)CCCC3,-5,-3,-2,0.8,6,107,105,-4,1
O=C(CSc1ccccn1)Nc1ccc2c(c1)C(=O)c1ccccc1C2=O,14,4,4,-2.4,-7,88,72,55*,4
Cc1cccc(C(=O)Nc2ccc(C(=O)/C=C/c3cccnc3)cc2)c1,0,-25,-1,0.7,13,91,95,2,2
CCNC(=O)CCCOc1ccc(Cl)cc1Cl,1,-3,6,-2.3,-8,95,94,1,1
Cc1[nH]c2ccccc2c1C(=O)CN1CC(C)CC(C)C1 (centres undefined),2,2,-2,-1.4,8,106,105,-9,0
Cc1ccc(Nc2nnc(C3C(=O)N(C)C4(C)CC3c3cc(Br)ccc3O4)s2)cc1 (centres undefined),2,-3,4,0.6,-4,100,101,-4,0
O=C(c1ccco1)N1CCN(C(c2ccccc2F)c2nnnn2Cc2cccs2)CC1 (centres undefined),1,3,4,-0.4,0,90,86,4,0
Cc1cc(C(=O)CSc2nc3ccccc3c(=O)[nH]2)c(C)n1C,16,0,3,-2.6,-5,94,95,10,1
Cc1ccc(NC(=S)N2CCC(c3nc4ccccc4s3)CC2)cc1,6,-3,1,1.2,2,95,93,12,64*
CN(C)/C=C(\C(=O)c1ccccc1)c1nnnn1-c1ccccc1,-1,1,4,0.7,0,111,100,0,3
Cc1cc(C)nc(SCc2c(F)cccc2Cl)n1,1,0,-2,0.5,-2,98,108,-9,0
O=c1c2ccccc2nc(SCc2cccc(F)c2)n1-c1cccc(S(=O)(=O)N2CCCC2)c1,-5,-18,2,1.1,-7,100,87,-10,27
O=C(c1ccc2c3c(cccc13)C(=O)N(O)C2=O)N1CCCCC1,2,-1,-5,-2.8,3,97,95,3,3
CC(=O)NC(C)c1nc2ccccc2n1CC(=O)N1C(C)CCCC1C (centres undefined),0,4,2,-1.6,11,95,96,-6,0
CC1=Cc2ccccc2C(C#N)N1C(=O)c1ccccc1 (centres undefined),4,3,6,-1.8,17,100,90,4,1
COc1ccc(NC(=O)CN2C(=O)NC(CC(C)C)C2=O)cc1S(=O)(=O)N1CCOCC1 (centres undefined),-3,x,2,x,-5,99,98,4,0
COC(=O)c1ccc(CNC(=O)C2CCC(=O)N(C3CCCCCC3)C2)cc1 (centres undefined),2,-3,-1,2.2,-71,99,93,2,1
COc1cc(C(=O)NCc2ccc(C)cc2)ccc1OCc1c(C)noc1C,-9,-1,2,1.2,0,105,107,-16,0
COc1ccc(OCC(O)CNC(=O)Nc2cccc3ccccc23)cc1 (centres undefined),-1,-1,-4,-0.9,8,x,x,4,0
CCC(C)(C(=O)NC1CCCC1)N(C(=O)c1cnccn1)c1c(C)n(C)n(-c2ccccc2)c1=O (centres undefined),6,-1,2,0.7,4,107,100,4,0
C/C(=N\NC(=O)c1ccccc1C)c1cccnc1,2,-1,6,1.6,10,88,99,3,0
CCn1c(SCC(=O)Nc2cccc(NC(C)=O)c2)nnc1C(C)C,3,0,1,3.4,0,97,94,3,0
Cc1ccc(-c2csc(NC(=O)c3cccc([N+](=O)[O-])c3)n2)cc1,1,-2,-3,-0.1,0,93,93,-5,1
Cc1cc(C(F)(F)F)n2[nH]c(=O)c(N=Nc3ccccc3)c2n1,5,1,5,-3.1,-46,103,98,11,1
C/C(=N\NC(=O)c1cccc(N2CCCC2=O)c1)c1ccc(N)cc1,1,-4,4,1.0,3,100,103,2,2
Cc1ccc(C(=O)c2c[nH]c(C(=O)NCc3cccnc3)c2)cc1,1,6,-6,-1.0,0,110,113,1,4
C=CCNc1nc(N)c([N+](=O)[O-])c(N2CCCCCC2)n1,-3,2,-2,0.2,4,95,83,-1,0
CCC(C(=O)Nc1ccc2c(c1)OCCO2)c1ccccc1 (centres undefined),7,1,0,-0.1,22,101,105,5,2

# Hits appear at their usual frequency; any-hit rate near 2.2%.
